Bioassay records from PubChem.
NALP1 yeast inh – blocks the NALP1 inflammasome reconstituted in yeast. inhibition, % at 10 µM. hit rate 0.61% among 280,000. S. cerevisiae NALP1/ASC/caspase-1 growth, X-gal OD620, 72 h; in the data active means inhibition mostly above about 24%, no sharp cut-off; inactive means mostly below about 32%; further: some compounds called inactive have numbers as strong as hits
M18AAP inhibitor – blocks P. falciparum M18 aspartyl aminopeptidase; recombinant PfM18AAP, H-Glu-NHMec fluorogenic cleavage; inhibition, % at 7.35 µM; hit rate 1.2% among 290,000;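 active means inhibition above the campaign mean inhibition over all tested compounds plus 3 SD, cut at about 28% in these data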;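 further: 0% = plate median of test compound wells and 100% = 2 mM ZnCl2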
IDE cell activ – activators of human insulin-degrading enzyme in cells | activation, % at 5.96 µM | HEK cells, FAbeta-B cleavage, fluorescence polarization; 0% vehicle, 100% cell-free pure enzyme wells | hit rate 0.073% among 340,000 | P14735;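 active means activation above the mean of all tested compounds plus 3 SD, set per screening campaign, cut at about 17% in these data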
GPR7 antagonist – blocks human GPR7 receptor signaling. AID 1861. inhibition, % at 4.4 µM. hit rate 1.1% among 290,000. P48145. GPR7-expressing cells, fluorescence antagonist assay; in the data active means inhibition above about 16%, passing the limit was not always enough;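 further: cells stimulated with the agonist NPW; 0% = agonist with vehicle and 100% = vehicle without agonist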
Target sequence (P48145 whole entry, looked up): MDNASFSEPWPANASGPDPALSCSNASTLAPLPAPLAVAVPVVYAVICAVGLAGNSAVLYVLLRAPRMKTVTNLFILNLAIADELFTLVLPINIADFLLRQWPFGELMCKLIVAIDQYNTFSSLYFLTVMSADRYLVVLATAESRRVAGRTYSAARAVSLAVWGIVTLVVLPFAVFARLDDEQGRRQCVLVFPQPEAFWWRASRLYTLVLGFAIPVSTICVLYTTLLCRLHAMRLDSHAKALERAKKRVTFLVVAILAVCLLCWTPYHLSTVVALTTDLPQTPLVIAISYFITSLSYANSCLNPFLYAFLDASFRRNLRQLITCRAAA
VIM-2 inhibitor – blocks Pseudomonas aeruginosa VIM-2 metallo-beta-lactamase; AID 1527; purified VIM-2, nitrocefin hydrolysis, epi-absorbance fluorescence; inhibition, % at 5.6 µM; hit rate 0.89% among 290,000;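 active means inhibition above the mean of all tested compounds plus 3 SD, cutoff set per screening run, cut at about 7.5% in these data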;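 further: red hydrolysis product quenches plate fluorescence so inhibitors raise well fluorescence; 0% = enzyme with DMSO and 100% = DMSO without enzyme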
IMP-1 inh – blocks Pseudomonas aeruginosa IMP-1 metallo-beta-lactamase | inhibition, % at 5.6 µM | hit rate 0.45% among 290,000 | purified IMP-1, nitrocefin hydrolysis, epi-absorbance fluorescence;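 active means inhibition above the mean plus 3 SD of all compounds in the same screening run, cut at about 4.5% in these data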;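 further: 0% = IMP-1 with DMSO and 100% = DMSO wells lacking enzyme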
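assay system = purified recombinant IMP-1 metallo-beta-lactamase enzyme | schedule = 15 min preincubation plus 25 min reaction at 25 °C | signal = Epi-absorbance fluorescence, 480 nm excitation, 530 nm emission | read-out basis = percent inhibition from optical density relative to buffer-blank wells | controls = IMP-1 with DMSO as 0%, enzyme-free DMSO as 100%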
PHOSPHO1 block – PHOSPHO1 (human) inhibition; Q8TCT1; recombinant PHOSPHO1, absorbance phosphatase assay; inhibition, % at 13.3 µM; hit rate 1.1% among 290,000; in the data active means inhibition above about 60%
Target sequence (Q8TCT1 whole entry, looked up): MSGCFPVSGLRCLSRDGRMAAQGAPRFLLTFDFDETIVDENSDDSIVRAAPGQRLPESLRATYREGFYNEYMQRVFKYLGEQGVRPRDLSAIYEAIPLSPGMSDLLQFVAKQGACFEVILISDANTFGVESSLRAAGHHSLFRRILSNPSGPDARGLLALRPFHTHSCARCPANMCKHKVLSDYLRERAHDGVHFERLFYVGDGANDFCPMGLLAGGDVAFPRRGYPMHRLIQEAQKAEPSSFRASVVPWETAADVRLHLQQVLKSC
pCIP destab – lowers stability of the mouse p/CIP coactivator protein; AID 1984; Q05BA5; decrease of EGFP signal, % at 10 µM; F442A p/CIP-EGFP cells, EGFP fluorescence, 16 h; hit rate 0.01% among 290,000;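 active means EGFP signal decrease of at least 30% at 10 µM or well 3 SD below plate mean, unless failing retest; inactive means the rest, including hits failing retest or dose response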; further: some compounds called inactive have numbers as strong as hits; many of its hits are not listed in these tables
IDE cell inh – inhibitors of human insulin-degrading enzyme in cells | HEK cells, FAbetaB cleavage, fluorescence polarization | inhibition, % at 5.59 µM | hit rate 0.41% among 320,000;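 active means percent inhibition above the average of all tested compounds plus 3 SD, set per screening campaign, cut at about 16% in these data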;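 further: IDE supplied by intact live HEK cells; FP after avidin binding of uncleaved biotin substrate so inhibition keeps polarization high; 0% = DMSO wells and 100% = 60 µM reference IDE inhibitor Ii1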
Starred values were filed as active, the others as inactive; . = no result given.

SMILES	NALP1 yeast inh	M18AAP inhibitor	IDE cell activ	GPR7 antagonist	VIM-2 inhibitor	IMP-1 inh	PHOSPHO1 block	pCIP destab	IDE cell inh
O=C(/C=C/c1ccc(Cl)cc1)NCc1ccco1	35	-1	1	3	-0.6	-1.2	3	-5	-5
CCOc1ccc(C(=O)O/N=C(\N)c2ccc([N+](=O)[O-])cc2)cc1OCC	31	-3	5	6	0.8	0.6	-24	-14	-2
CSC1=NCCN1C(=O)c1c(F)cccc1F	-5	0	3	0	-2.6	-0.9	0	-6	5
COc1cc2cc(C(c3nnnn3C3CCCC3)N3CCCCCC3)c(=O)[nH]c2cc1OC (stereo not drawn)	39	-14	-7	-3	1.4	-1.4	17	6	8
COc1ccc(OC)c(C(=O)NC(CC(N)=O)c2ccc(NCC3CC3)c([N+](=O)[O-])c2)c1 (stereo not drawn)	29	0	-2	1	-1.6	-2.2	15	-6	8
O=C(O)CCN1C(=O)C2C3c4ccccc4C(c4ccccc43)[C@@H]2C1=O (stereo partly drawn)	23	-7	6	-7	-1.8	-1.6	20	-4	-3
CC(=O)N1N=C(c2ccccc2)CC1c1ccccc1 (stereo not drawn)	12	2	2	-5	-2.5	-1.2	30	-8	0
COc1ccc(-c2csc(N3C(=N)SCC3=O)n2)cc1	8	-16	3	2	-1.0	-1.4	36	-3	-6
Cc1cc(NS(=O)(=O)c2ccc(NC(=O)c3cccc(OC(F)F)c3)cc2)nc(C)n1	2	-8	.	-22	-0.8	0.3	-3	-2	-2
Cc1ccc2c(c1)C1CN(C)CCC1N2C(=O)c1ccccc1NS(=O)(=O)c1cccc(C(F)(F)F)c1 (stereo not drawn)	10	1	5	9	-2.1	0.4	-1	-5	0
COC(=O)c1nc2n(n1)C(c1ccccc1OC)C1=C(CCCC1=O)N2 (stereo not drawn)	-18	4	-4	-4	-1.1	-1.2	-27	-20	3
Cc1ccccc1NC(=O)CN(C)S(=O)(=O)c1ccc2c(c1)n(C)c(=O)c(=O)n2C	10	0	5	-8	-1.7	-1.7	-25	8	3
Cc1ccc(-c2ccc(=O)n(CC(=O)NCc3ccco3)n2)cc1	-5	3	7	-1	-2.5	-2.7	15	9	-1
O=C(Cc1ccccc1F)NC1CCCc2ccccc21 (stereo not drawn)	-11	1	-4	-6	-1.5	-4.2	3	-19	1
COc1cc(NC(=O)N[C@@H](Cc2ccccc2)C(=O)O)cc(OC)c1	14	1	3	-9	-2.8	-1.4	-1	-14	5
CC(=O)N1CCN(CC(=O)Nc2c(Cl)ccc(C)c2Cl)CC1	-1	1	6	-12	-4.4	2.9	11	5	-2
CC(=O)NN1C(=O)/C(=C2/Sc3ccccc3N2C)SC1=S	12	1	0	-17	-3.0	-3.1	11	0	4
O=C(Nc1ccc(N2CCCC2)c(Cl)c1)c1ccc2c(c1)OCCO2	.	4	-1	-2	-2.4	-2.5	.	.	2
Cc1cc(=O)n2nc(N3CCCC(C(=O)N4CCc5ccccc54)C3)sc2n1 (stereo not drawn)	8	4	4	-5	2.1	-0.7	10	-7	1
CC(C)NS(=O)(=O)c1ccc(NC(=O)C(C)Oc2ccc(C(=O)c3ccccc3)cc2)cc1 (stereo not drawn)	36	-13	3	91*	-0.7	-0.3	0	-12	0
O=C1CC(N2CCN(c3ccc(F)cc3)CC2)C(=O)N1c1ccccc1 (stereo not drawn)	10	-1	-2	-16	-2.4	-3.3	-16	-12	-2
COc1ccc(-c2cc(-c3ccccc3)nc(N3CCCC3)n2)cc1OC	9	5	6	-9	-2.1	4.8*	1	1	0
O=C1NC2(CCCCC2)C(=O)N1Cc1cc(=O)n2ccsc2n1	6	0	2	-4	-3.5	-3.1	2	-35	-7
COc1ccc(COc2cc(-c3cccc(OC)c3)nc3ccc(NC(=O)c4ccc(C)cc4)cc23)cc1	41	-3	5	7	-0.4	-1.6	13	-2	-3
Cc1nc2ccccn2c1CN(C)C(=O)C1CCC(=O)N(CCc2cccc(F)c2)C1 (stereo not drawn)	2	-4	4	3	-1.4	-4.2	38	6	8
COc1ccc(NC(=O)CCOc2ccc(C)cc2)c(OC)c1	21	9	2	19	-0.3	-0.9	14	-2	2
COc1cccc(NC(=O)NCCCSC2CCCCC2)c1	2	1	4	0	-3.5	-0.5	11	7	-2
Nc1nnc(N2CCCCCC2)s1	7	0	2	-8	-1.3	-3.6	-17	-4	-1
Cc1cc(C)c(NC(=O)c2cc(=O)c3ccccc3o2)c(C)c1	11	-13	2	0	-0.3	1.1	0	-1	5
C/C(CC(=O)Nc1ccc2c(c1)OCCO2)=N\NC(=O)COc1ccccc1	-9	-1	0	-6	-3.2	-1.2	10	-4	-3
COCCn1c(C)cc(C(=O)CSc2nc3ccccc3c(=O)[nH]2)c1C	.	23	6	3	0.1	-0.6	-7	-14	2
COc1ccccc1C(c1nnnn1Cc1ccco1)N1CCN(c2cccc(C)c2C)CC1 (stereo not drawn)	-8	-3	-11	-8	-4.8	-2.6	17	-18	3
COc1ccccc1NS(=O)(=O)c1cccc(NC(=O)Cc2cccs2)c1	.	5	5	1	-1.5	-2.8	-7	0	2
CCOCCCn1cnc2c([nH]c3cc(OC)ccc32)c1=O	9	-7	2	-12	-1.5	-2.8	46	-11	-2
Cc1cccc(NC(=O)c2cc3n(n2)C(C(F)(F)F)CC(c2ccc4c(c2)OCO4)N3)c1 (stereo not drawn)	5	-1	-1	-8	-4.8	-2.2	-7	-14	-2
CCC(=O)c1ccc(N2CCCC2)c(F)c1	3	0	-6	-9	-2.7	-2.8	4	0	7

An excerpt of these results, as a markdown table:
| SMILES | NALP1 yeast inh | M18AAP inhibitor | IDE cell activ | GPR7 antagonist | VIM-2 inhibitor | IMP-1 inh | PHOSPHO1 block | pCIP destab | IDE cell inh |
| --- | --- | --- | --- | --- | --- | --- | --- | --- | --- |
| COCCn1c(C)cc(C(=O)CSc2nc3ccccc3c(=O)[nH]2)c1C | . | 23 | 6 | 3 | 0.1 | -0.6 | -7 | -14 | 2 |
| CCOCCCn1cnc2c([nH]c3cc(OC)ccc32)c1=O | 9 | -7 | 2 | -12 | -1.5 | -2.8 | 46 | -11 | -2 |
| Cc1cccc(NC(=O)c2cc3n(n2)C(C(F)(F)F)CC(c2ccc4c(c2)OCO4)N3)c1 (stereo not drawn) | 5 | -1 | -1 | -8 | -4.8 | -2.2 | -7 | -14 | -2 |

The list continues:
SMILES	NALP1 yeast inh	M18AAP inhibitor	IDE cell activ	GPR7 antagonist	VIM-2 inhibitor	IMP-1 inh	PHOSPHO1 block	pCIP destab	IDE cell inh
O=C(CNCc1cccs1)Nc1ccc(N2CCCCCC2)cc1	24	14	2	10	0.2	-0.1	9	7	-1
CCCCc1ccc(NC(=S)NCc2cccnc2)cc1	2	3	-1	-11	-5.1	-4.3	-15	-8	-3
COCc1nnc(NC(=O)c2cccc(NC(=O)C(C)C)c2)s1	14	2	0	2	-5.0	-3.8	-21	0	-2
CN(c1ccccc1)S(=O)(=O)c1ccc(Cl)c(C(=O)Nc2nn[nH]n2)c1	23	4	1	-2	-0.7	-1.1	36	3	7
O=C(O)C1C2C=CC(C2)C1C(=O)NCc1ccccc1F (stereo not drawn)	24	1	0	-13	-2.9	-1.3	.	-1	7
CC1=C(C(=O)OCC2CCCO2)C(c2ccc(C)cc2)C2=C(CC(C)(C)CC2=O)N1 (stereo not drawn)	5	-13	-4	-1	-1.3	-3.0	8	4	2
COc1ccc(S(=O)(=O)N(CC(=O)Nc2ccc3c(c2)OCO3)c2ccccc2OC)cc1	-2	0	2	-6	-1.1	-0.4	9	-22	2
COc1ccccc1N=C1NC(=O)/C(=C/c2ccc(N(C)C)cc2)S1	10	6	-70	25	-0.7	0.5	35	-8	53*
Cc1onc(-c2c(Cl)cccc2Cl)c1C(=O)NCc1ccccn1	19	-3	5	-2	-2.6	-3.0	-2	4	1
Cc1cccc(C)c1NC(=O)CSc1nnc(-c2ccco2)c(-c2ccco2)n1	-11	17	-5	-10	-1.8	-2.1	-62	-12	-2
CCOc1cc(-c2c(C#N)c(=O)[nH]c3c2c(C)nn3-c2ccc(F)cc2)ccc1O	.	2	-1	-11	2.2	-2.0	26	-3	-2
Nc1c(/C=C2/C=CC(=O)C(O)=C2)c(=O)nc2sc(CC(=O)N3CCCCC3)nn12	-9	64*	-26	6	11*	-5.7	-2	-95	15
CCCCOC(=O)Nc1ccc2c(C)cc(=O)oc2c1	0	-8	-4	-1	1.6	-1.2	-17	-2	-6
CCS(=O)(=O)N1CCCC(C(=O)NCCCOC)C1 (stereo not drawn)	-28	8	1	-3	-1.7	-0.6	-1	-5	-1
COc1ccc(CCNC(=O)C(=O)c2cn(CC(=O)N3CCOCC3)c3ccccc23)cc1	3	-3	-3	5	-3.9	-5.8	1	-11	10
O=c1[nH]c(-c2ccc(Cl)cc2)nc(=S)[nH]1	.	3	2	-8	-2.8	-3.1	-16	1	2
Cc1cc(N2C(=O)C(O)=C(C(=O)c3cc4ccccc4o3)C2c2cccs2)no1 (stereo not drawn)	-2	20	-4	-9	-0.6	1.4	2	-10	4
CCOC(=O)C1(CC2CCCCO2)CCN(Cc2cn[nH]c2-c2cccc(F)c2)CC1 (stereo not drawn)	-1	-4	12	-6	-7.1	-3.2	36	-10	-2
O=C(Nc1cc(S(=O)(=O)N2CCOCC2)ccc1N1CCCC1)c1cccnc1Cl	12	1	5	-11	0.0	-0.4	32	-14	2
O=C1CC(NNC(=O)c2ccccc2)C(=O)N1 (stereo not drawn)	2	8	-1	-7	-1.8	-2.7	8	-4	7
CC(C)C(NC(=O)c1ccc(C(C)(C)C)cc1)C(=O)OCC(=O)NC(=O)Cc1ccccc1 (stereo not drawn)	27	2	1	-10	-0.3	-2.3	-7	-5	2
Cc1nn(Cc2ccccc2)c2sc(C(=O)NCc3cccnc3)cc12	16	4	-2	-8	-1.1	-3.3	3	-12	3
FC(F)(F)c1cccc(Cn2nnnc2-c2cc(Cl)cc(Cl)c2)c1	-8	-12	-2	1	-0.1	-1.8	32	-7	2
COc1ccc(C(C)=O)cc1CN1C(=O)NC(c2ccccc2)(c2ccccc2)C1=O	6	-1	4	0	-3.7	-4.6	30	-24	0
CN1CCN(S(=O)(=O)c2ccc(Oc3ccc(F)cc3Br)nc2)CC1	1	1	10	4	-1.8	-2.4	-25	5	11
Cc1ccc(Nc2nnc(-c3ccc(N4CCOCC4)c([N+](=O)[O-])c3)c3ccccc23)cc1	16	-1	3	-5	-2.1	-3.7	-5	-24	2
CCOC(=O)CSc1nnc(NCC(=O)OC(C)C)c(=O)[nH]1	-4	-44	-6	-10	-3.0	-5.8	7	-9	3
COC(=O)C1=NN(C(=O)c2cccc(Cl)c2)C(O)(C(C)(C)C)C1 (stereo not drawn)	20	15	0	-11	-2.3	-2.3	-10	-4	-5
C=CCn1c(N2CCCC2)nc2c1c(=O)n(C)c(=O)n2C	20	4	6	5	3.0	0.1	34	2	.
Cc1nc2sc(C(N)=O)c(N)c2c(C)c1CC(=O)c1ccccc1	-2	5	-9	8	0.4	-0.5	-8	3	10
Cn1nccc1C(=O)N/N=C/c1ccccc1[N+](=O)[O-]	-2	3	8	-11	-3.6	-3.4	32	3	9
O=C(C1CCCN(C2CC(=O)N(c3ccc(F)cc3)C2=O)C1)N1CCCC1 (stereo not drawn)	-4	3	0	-6	-5.2	-3.1	47	-13	.
CCCC(=O)N/C(N)=N/c1nc2ccccc2o1	4	7	3	-9	-2.6	-3.1	44	-7	-1
COC(=O)c1ccc(NC(CC(C)C)C(=O)OC)c([N+](=O)[O-])c1 (stereo not drawn)	27	-4	2	-11	0.3	-2.3	0	-6	3
